Screening results deposited in PubChem by National Center for Advancing Translational Sciences (NCATS).
Nrf2 ARE act: activators of Nrf2 (ARE) signaling. Potency, µM (highest dose often 46.1 µM), without a hit: top-dose activation, hits mostly activators. 0.31% of 410,000 active. AREc32 ARE-luciferase reporter (MCF7-derived line), luminescence, 24 h. AID 624171; note: potency is the fitted concentration of half-maximal effect; % of control where 0% means no effect; nearly all actives have a fitted effect of over 65% in size
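Luciferase luminescence (Steady-Glo, 30 min at room temperature) served as the read-out of ARE activation in AREc32 cells treated with compounds for 24 hr at 37 deg C.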
CCT modulator: changes cytosolic chaperonin activity. purified chaperonin ATPase assay, HTRF ADP detection, 30 min. 0.3% of 360,000 active. activity change, % (no concentration beside the values), hits read low. AID 651819; in the data active = activity change below about -30%; note: % is set by controls: 0 for no effect and ±100 for the full control effect
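We incubate TRiC, 40 or 20 nM final, with library compounds at 76 uM and 10 uM ATP for 30 min at 37 °C. ADP formed is detected with Transcreener HTRF reagents after 30 min at room temperature.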
TGFb inhibitor: TGF-b pathway inhibition | HepG2 CAGA-GFP TGF-b/SMAD3 reporter, GFP fluorescence, 18 h; TGF-beta stimulated, 500 pg/mL final | Potency, µM (doses to about 46.1 µM), for the others: at the top dose activity, negative = inhibition, usual class: inhibitors | 1.2% of 410,000 active | AID 588855; note: potency is the fitted concentration of half-maximal effect; % is set by controls: 0 for no effect and ±100 for the full control effect; nearly all actives have a fitted effect of over 65% in size
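Per well, imaged GFP fluorescence of HEPG2 CAGA-GFP cells gives the signal; cells get compound, then TGF-beta (500 pg/mL final), 18 h at 37 degrees C; %Activity versus -TGF-beta and +DMSO controls.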
ATXN viability: reduces viability in counter-screen for ATXN expression inhibitors. S2 cells (HEK-293 line with an ATXN2-luciferase reporter) viability, CellTiter-Fluor protease fluorescence, 24 h. Potency, µM (doses to about 56.7 µM), most hits filed as cytotoxic. 0.49% of 400,000 active; note: potency is the fitted concentration of half-maximal effect; nearly all actives have a fitted effect of over 40% in size
Nrf2 block: inhibitors of Nrf2 signaling; A549 ARE-Fluc reporter, luciferase luminescence, 18-24 h; Potency, µM (doses to about 46 µM), without a hit: top-dose activity change, negative = inhibition, usual class: inhibitors; 2.1% of 360,000 active; AID 504444; note: potency is the fitted concentration of half-maximal effect; % is set by controls: 0 for no effect and ±100 for the full control effect; nearly all actives have a fitted effect of over 60% in size
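Concentration-response testing used A549 ARE_Fluc cells at 5000 cells/well. Following an 18-24 h compound incubation, viability was read by fluorescence (Ex 405/Em 525) and luciferase output by luminescence.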
A549 tox: counter-screen for Nrf2 inhibitors: cytotoxicity in A549 cells; A549 ARE-Fluc cells, CellTiter-Fluor viability, 18-24 h; Potency, µM (highest dose often 46 µM), inactives show at the top dose activity change, negative = cytotoxicity, actives largely listed as inhibitors; 0.16% of 390,000 active; AID 504648; note: potency is the fitted concentration of half-maximal effect; % is set by controls: 0 for no effect and ±100 for the full control effect
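Cytotoxicity counterscreen: CellTiter-Fluor fluorescence was measured in A549 ARE_Fluc cells after 18-24 h of compound exposure in a concentration series. The subsequent BugLite luminescent read reports ARE-luciferase activity.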
Mm-Cpn inhibitor: blocks the Methanococcus maripaludis chaperonin Mm-Cpn; purified Mm-Cpn ATPase, ADP Transcreener TR-FRET; Potency, µM (doses to about 76.9 µM), for inactives: top-dose activity, negative = inhibition, usual class: inhibitors; 0.031% of 330,000 active; AID 504842; note: potency is the fitted concentration of half-maximal effect; % is set by controls: 0 for no effect and ±100 for the full control effect; nearly all actives have a fitted effect of over 80% in size
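Measured: ADP formation by purified Mm-CPN. Conditions: 25 nM protein, 10 uM ATP, Tris pH 7.4 with Mg2+, K+ and DTT, 37°C for 30 min. Detection: Transcreener HTRF after 30 min at room temperature.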
HepG2 viability: HepG2 cytotoxicity, counter-screen for TGF-b inhibitors; HepG2 CAGA-GFP viability, ATP luminescence, 18 h; Potency, µM (doses to about 46.1 µM), without a hit: at the highest dose activity change, negative = cytotoxicity, most hits filed as cytotoxic; 0.76% of 410,000 active; AID 588856; note: potency is the fitted concentration of half-maximal effect; some results filed as inactive show a strong effect at the top dose
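CellTiter-Glo luminescence gave cytotoxicity after 18 hours at 37 degrees C. The cells were HepG2 CAGA-GFP in 1% FBS DMEM, stimulated with 500 pg/mL TGF-beta after compound addition. %Activity was normalised to no-cell wells (complete cell-killing) and DMSO (no toxicity), and curves were fitted and classified.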
pAkt inh: blocks phosphorylation of Akt; activity change, % for hits at 50 µM; 0.32% of 360,000 active; Neuro2A IGF-stimulated pAkt S473 HTRF, 20 min; hits give low values; in the data active = activity change below about -80%; inconclusive = mostly about -51% to -80%; note: % is set by controls: 0 for no effect and ±100 for the full control effect
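Neuro2A cells in DMEM with 0.5% FBS, overnight at 37 deg C, given compound at single 50 µM final, then IGF (6 nM final) for 20 min at 37 deg C. Lysed; phospho-Akt Ser473 by HTRF after 24 h, 665/615 ratio.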
* hit, by the source's call; [ ] = another dose, or the depositor's remark. Unless noted, calls come from the whole dose curve; as a rule, active = well fitted curve in the direction sought with a large enough effect; inconclusive = small, poorly fitted or top-dose-only effect, or another doubt; inactive = no such curve, though single readings can be large; an effect the other way counts as inactive or inconclusive.

CCCNC(=O)NC(=O)CSc1nnc(-c2c[nH]c3ccccc23)o1 was read as Nrf2 ARE act 2.6%, CCT modulator -9.4, TGFb inhibitor -2.1%, ATXN viability inactive, Nrf2 block -19.2%, A549 tox -14.7%, Mm-Cpn inhibitor 0.1%, HepG2 viability -8.7% and pAkt inh inactive.
For CCOc1cc2c(cc1OCC)C(c1ccc(OC)c(OC)c1)N(c1ccc(C(=O)O)cc1)C(=O)C2 (stereo unspecified) the results were Nrf2 ARE act 0.2%, CCT modulator -2.5, TGFb inhibitor 1.9%, ATXN viability inactive, Nrf2 block 4.8%, A549 tox -0.1%, Mm-Cpn inhibitor -1.8%, HepG2 viability 4.8% and pAkt inh inactive.
For C[C@H]1COC(=O)[C@H](NC(=O)OCC2c3ccccc3-c3ccccc32)C/C=C\C[C@H](CC(=O)N(CCO)Cc2ccccc2)C(=O)N1 the results were Nrf2 ARE act 3.8%, CCT modulator -1.2, TGFb inhibitor inconclusive, ATXN viability inactive, Nrf2 block -8.2%, A549 tox -9.4%, Mm-Cpn inhibitor 1.8%, HepG2 viability -37.8% and pAkt inh inactive.
CC(C)(C)c1ccc(S(=O)(=O)N2CCN(C(=O)C3CCC3)CC2)cc1 was read as Nrf2 ARE act -0.2%, CCT modulator 0.1, TGFb inhibitor 0.0%, ATXN viability inactive, Nrf2 block inconclusive, A549 tox -5.4%, Mm-Cpn inhibitor -0.9%, HepG2 viability 3.5% and pAkt inh inactive.
For Cc1ccc(S(=O)(=O)N2CCN(C(=O)COC(=O)c3cccnc3Cl)CC2)c(C)c1 the results were Nrf2 ARE act 0.3%, CCT modulator 0.3, TGFb inhibitor 15.0%, ATXN viability inconclusive, Nrf2 block -10.4%, A549 tox -1.5%, Mm-Cpn inhibitor 0.6%, HepG2 viability 13.1% and pAkt inh inactive.
For O=[N+]([O-])c1ncccc1OCc1ccc(-c2ccccc2)cc1 the results were Nrf2 ARE act 2.7%, CCT modulator 0.1, TGFb inhibitor 6.1%, ATXN viability inactive, Nrf2 block inconclusive, A549 tox inconclusive, Mm-Cpn inhibitor -2.7%, HepG2 viability -8.1% and pAkt inh inactive.
Screening CCCCNC(=O)C(CC)Sc1nnc(-c2ccc(F)cc2)c(-c2ccc(F)cc2)n1 (stereo unspecified) returned Nrf2 ARE act 5.7%, TGFb inhibitor -8.4%, A549 tox -2.6% and HepG2 viability -24.0%.
CCn1c(SCC(=O)NCc2ccccc2)nnc1-c1cccnc1 was read as Nrf2 ARE act -0.3%, CCT modulator -1.4, TGFb inhibitor -11.1%, ATXN viability inactive, Nrf2 block -6.2%, A549 tox 6.9%, Mm-Cpn inhibitor 1.5%, HepG2 viability -18.5% and pAkt inh inactive.
COc1ccc(C(=O)Nc2ccccc2C(=O)OCc2cc(=O)n3nc(C4CC4)sc3n2)cc1 was read as Nrf2 ARE act 0.6%, TGFb inhibitor 18.6%, ATXN viability inactive, A549 tox 0.9% and HepG2 viability 1.8%.
Screening COc1ccc(-n2c(=O)c3c4c(sc3n(Cc3cc(C)ccc3C)c2=O)CN(C(C)=O)CC4)c(OC)c1 returned Nrf2 ARE act 16.4%, TGFb inhibitor inconclusive, ATXN viability inactive, Nrf2 block inconclusive, A549 tox 6.3% and HepG2 viability -34.8%.
`NC(=O)c1ccc(NC(=O)c2cc(S(=O)(=O)N3CCCCC3)ccc2N2CCOCC2)cc1` gave Nrf2 ARE act 0.3%, CCT modulator -1.0, TGFb inhibitor 32.1%[activator], Nrf2 block -9.3%, A549 tox 17.2%, Mm-Cpn inhibitor 0.0%, HepG2 viability 32.3% and pAkt inh inactive.
For CC(C)(C)c1ccc(OCC(O)CN2CCCC2)cc1 (stereo unspecified) the results were Nrf2 ARE act -0.7%, CCT modulator -0.1, TGFb inhibitor -2.9%, ATXN viability inactive, Nrf2 block 16.3%, A549 tox 0.4%, Mm-Cpn inhibitor -1.7%, HepG2 viability -23.5% and pAkt inh inactive.
`Cc1nc2ncnn2c(C)c1CCC(=O)NCCc1ccccc1` gave Nrf2 ARE act 0.8%, CCT modulator -2.0, TGFb inhibitor -6.8%, ATXN viability inactive, Nrf2 block 14.3%, A549 tox 12.3%, Mm-Cpn inhibitor -3.0%, HepG2 viability -7.4% and pAkt inh inactive.
For CCCOC(=O)C1=C(C)NC2=C(C(=O)CCC2)C1c1cccs1 (stereo unspecified) the results were Nrf2 ARE act -0.3%, CCT modulator -1.6, TGFb inhibitor 1.4%, ATXN viability inactive, Nrf2 block 8.7%, A549 tox -4.3%, Mm-Cpn inhibitor -2.7%, HepG2 viability -1.1% and pAkt inh inactive.
`Cc1cc2cc(CNC(=O)c3cccc([N+](=O)[O-])c3)ccc2n1C` gave Nrf2 ARE act 0.2%, CCT modulator -1.6, TGFb inhibitor -12.6%, ATXN viability inconclusive, Nrf2 block -1.8%, A549 tox 0.1%, Mm-Cpn inhibitor inconclusive, HepG2 viability -41.8% and pAkt inh inactive.
Screening CC(C)(C)c1ccc(-c2nnc(SCC(=O)NC3CCS(=O)(=O)C3)n2N)cc1 (stereo unspecified) returned Nrf2 ARE act 2.1%, CCT modulator -3.1, TGFb inhibitor 29.9%, ATXN viability inactive, Nrf2 block 14.5%, A549 tox 0.4%, Mm-Cpn inhibitor -0.3%, HepG2 viability 5.9% and pAkt inh inactive.
For O=C(CC1C(=O)N(c2ccccc2)C(=O)N1CCc1cccs1)Nc1ccc(Cl)cc1 (stereo unspecified) the results were Nrf2 ARE act 8.0%, TGFb inhibitor inconclusive, ATXN viability inconclusive, Nrf2 block inconclusive, A549 tox -14.5% and HepG2 viability -42.2%.
Screening O=C(CCS(=O)(=O)c1cc(Br)cc2c1N(C(=O)C1CC1)CC2)NCC1CCCO1 (stereo unspecified) returned Nrf2 ARE act 0.3%, CCT modulator -1.1, TGFb inhibitor 13.5%, ATXN viability inactive, A549 tox -1.0%, Mm-Cpn inhibitor -2.2%, HepG2 viability 9.9% and pAkt inh inactive.
CCN(CC)c1ccc(NC(=O)C2CCCN(S(=O)(=O)c3ccc4c(c3)oc(=O)n4C)C2)c(C)c1 (stereo unspecified) was read as Nrf2 ARE act -0.9%, TGFb inhibitor 1.0%, ATXN viability inactive, Nrf2 block -11.6%, A549 tox 5.1% and HepG2 viability -6.7%.
For CCOC(=O)c1[nH]c2c(c1Cc1ccccc1C)C(=O)CC(c1cc(OC)ccc1OC)C2 (stereo unspecified) the results were Nrf2 ARE act -0.9%, TGFb inhibitor -22.4%, ATXN viability inactive, Nrf2 block -9.1%, A549 tox -1.8% and HepG2 viability -3.1%.
For C[C@@H]1CCCCO[C@H](CN(C)Cc2ccc3c(c2)OCO3)[C@@H](C)CN([C@H](C)CO)C(=O)c2cc(NC(=O)c3ccccc3)ccc2O1 the results were Nrf2 ARE act -2.3%, CCT modulator -0.6, TGFb inhibitor inconclusive, ATXN viability inconclusive, HepG2 viability 1.9% and pAkt inh inactive.
For N#Cc1c(Nc2ccc(F)cc2)sc(C(=O)c2ccc(F)cc2)c1N the results were Nrf2 ARE act -1.0%, CCT modulator 0.6, TGFb inhibitor inconclusive, ATXN viability inconclusive, Nrf2 block -24.4%, A549 tox -9.8%, Mm-Cpn inhibitor 1.3%, HepG2 viability -30.7% and pAkt inh inactive.
`COc1ccc(NC(=O)C2CCN(C(=O)c3ccccc3)CC2)cc1OC` gave Nrf2 ARE act -0.6%, CCT modulator -0.3, TGFb inhibitor 0.0%, ATXN viability inactive, Nrf2 block 3.3%, A549 tox -0.9%, Mm-Cpn inhibitor -3.3% and HepG2 viability -0.5%.
For CCNc1nc(N)nc(Oc2ccc(OCC)nn2)n1 the results were Nrf2 ARE act 1.8%, CCT modulator -1.3, TGFb inhibitor 2.5%, ATXN viability inactive, Nrf2 block -0.5%, A549 tox 13.0%, Mm-Cpn inhibitor -1.2%, HepG2 viability -2.7% and pAkt inh inactive.
`O=C(NNS(=O)(=O)c1ccc(F)cc1)c1ccc(O)cc1` gave Nrf2 ARE act 0.8%, CCT modulator 1.5, TGFb inhibitor 19.1%, ATXN viability inactive, Nrf2 block 3.3%, A549 tox 4.9%, Mm-Cpn inhibitor -0.4%, HepG2 viability 12.7% and pAkt inh inactive.
Screening O=C(CCC1CCCN(C(=O)c2ccc3[nH]ccc3c2)C1)N1CCN(c2ccccn2)CC1 (stereo unspecified) returned Nrf2 ARE act -0.3%, CCT modulator 2.5, TGFb inhibitor -2.4%, ATXN viability inactive, Nrf2 block inconclusive, A549 tox 3.8%, Mm-Cpn inhibitor 0.6%, HepG2 viability -4.7% and pAkt inh inactive.
Screening CC(=O)Nc1cncc(-c2cccc(C(=O)NCCN(C)C)c2)n1 returned Nrf2 ARE act -0.7%[9.22 µM], CCT modulator 2.0, TGFb inhibitor -14.6%, ATXN viability inactive, HepG2 viability -2.1% and pAkt inh inactive.
For CCCOc1ccc(F)cc1-c1cc(C(=O)NCc2ccc(F)cc2)[nH]n1 the results were Nrf2 ARE act 3.6%, CCT modulator -14.5, TGFb inhibitor inconclusive, ATXN viability inactive and HepG2 viability -23.7%.

Reprinted at random: 2 compounds from above, in no set order.
Screening O=C(CCC1CCCN(C(=O)c2ccc3[nH]ccc3c2)C1)N1CCN(c2ccccn2)CC1 (stereo unspecified) returned Nrf2 ARE act -0.3%, CCT modulator 2.5, TGFb inhibitor -2.4%, ATXN viability inactive, Nrf2 block inconclusive, A549 tox 3.8%, Mm-Cpn inhibitor 0.6%, HepG2 viability -4.7% and pAkt inh inactive.
Screening CC(=O)Nc1cncc(-c2cccc(C(=O)NCCN(C)C)c2)n1 returned Nrf2 ARE act -0.7%[9.22 µM], CCT modulator 2.0, TGFb inhibitor -14.6%, ATXN viability inactive, HepG2 viability -2.1% and pAkt inh inactive.
